Apoferritin bind – binds horse apoferritin like a general anesthetic; P02791; apoferritin/1-aminoanthracene competitive binding, fluorescence; AID 485281; 350,000 compounds, 0.074% hits; Potency, µM (doses to about 77.5 µM), without a hit: at the highest dose activity change, negative = displacement, most hits filed as inhibitors; also: potency is read from the fitted curve at half-maximal effect; % is scaled to controls: 0 for no effect and ±100 for the full control effect; nearly all actives have a fitted effect of over 20% in size
Target sequence (P02791 2-175 limits assumed): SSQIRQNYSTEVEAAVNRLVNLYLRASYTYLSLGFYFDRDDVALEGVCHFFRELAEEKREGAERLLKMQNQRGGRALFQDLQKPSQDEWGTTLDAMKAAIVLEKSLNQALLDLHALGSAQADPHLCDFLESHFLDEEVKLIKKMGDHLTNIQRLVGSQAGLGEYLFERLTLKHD
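Concentration-response curves derived by four-parameter Hill fitting of normalized fluorescence, where compounds displaced 1-AMA from 10 uM horse apoferritin following a brief 10 min room-temperature incubation; propofol titration acted as positive control.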
ALOX12 inh – ALOX12 (human) lipoxygenase inhibition; 580,000 compounds, 1.1% hits; Potency, µM (doses to about 108 µM), without a hit: at the top dose activity change, negative = inhibition, actives largely listed as inhibitors; AID 1671190; purified 12hLO, xylenol orange hydroperoxide absorbance; also: potency is read from the fitted curve at half-maximal effect; % is scaled to controls: 0 for no effect and ±100 for the full control effect
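Purified human 12hLO (150 nM final) in 25 mM Hepes, 0.01% Triton X-100, pH 7.0 was preincubated 15 min at room temperature with compound. Then 40 uM arachidonic acid was added, 30 min. Hydroperoxide was read by Fe-XO absorbance ratio 573/405 nm.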
Pol beta inh – DNA polymerase beta (human) inhibition; Pol beta primer extension/strand displacement, fluorescence kinetic; Potency, µM (titrated, usually from 114 µM), for the others: top-dose activity change, negative = inhibition, most hits filed as inhibitors; 340,000 compounds, 1.3% hits; AID 485314; also: potency is read from the fitted curve at half-maximal effect; % is scaled to controls: 0 for no effect and ±100 for the full control effect
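Pol beta (10 nM) and compounds were preincubated 15 min at room temperature, then 50 nM substrate (final) started primer extension/strand displacement. Reads were taken at 0 and 10 min; concentration-response data were fitted to a four-parameter Hill equation.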
RGS4 inh – blocks human RGS4-accelerated GTP hydrolysis; Transcreener GDP fluorescence polarization, RGS4-accelerated GTP hydrolysis; P49798; 390,000 compounds, 0.039% hits; Potency, µM (series often up to 114 µM), for inactives: at the top dose activity change, negative = inhibition, usual class: inhibitors; also: potency is read from the fitted curve at half-maximal effect; % is scaled to controls: 0 for no effect and ±100 for the full control effect; nearly all actives have a fitted effect of over 75% in size; some results filed as inactive show a strong effect at the top dose
Target sequence (P49798 whole entry, looked up): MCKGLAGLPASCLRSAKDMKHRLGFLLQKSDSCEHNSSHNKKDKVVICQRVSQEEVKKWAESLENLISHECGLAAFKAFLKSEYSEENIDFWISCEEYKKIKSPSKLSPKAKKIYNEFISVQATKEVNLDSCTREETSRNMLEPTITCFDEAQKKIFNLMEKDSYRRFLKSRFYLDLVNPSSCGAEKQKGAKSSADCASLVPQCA
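MLSMR compounds (23 nl, pin-transferred) preincubated 10 min at room temperature with a 500nM (2x) first reagent, then RGS4 at 900nM (2x) plus Transcreener GDP mix added; fluorescence polarization (620/688 nm) read before and after 90 min at 30 °C.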
APE1 inh – blocks human APE1 abasic DNA cleavage; P27695; recombinant APE1, TAMRA/BHQ-2 abasic DNA cleavage fluorescence; Potency, µM (titrated, usually from 65.8 µM), without a hit: top-dose activity change, negative = inhibition, most hits filed as inhibitors; 350,000 compounds, 0.35% hits; AID 2517;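 also: potency is read from the fitted curve at half-maximal effect; plate controls were vehicle for no effect and reference inhibitor for full effect; nearly all actives have a fitted effect of over 55% in size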
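APE1 at 0.75 nM preincubated 15 min at room temperature with compound. Reaction then started with 50 nM double-stranded THF-abasic substrate labelled with TAMRA/BHQ-2, and 525/598 nm fluorescence read kinetically. Activity taken as third-minus-first read difference, normalized to DMSO and NSC13755 controls.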
POLK inh – inhibitors of human DNA polymerase kappa; 400,000 compounds, 0.53% hits; purified Pol kappa, fluorescent DNA synthesis assay, 10 min; Potency, µM (doses to about 107 µM), for inactives: at the top dose activity, negative = inhibition, actives largely listed as inhibitors; also: potency is read from the fitted curve at half-maximal effect; % is scaled to controls: 0 for no effect and ±100 for the full control effect
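Enzyme at 10 nM met test compounds for 15 min at room temperature. Substrate addition (50 nM final) began the reaction, which was monitored by fluorescence at 0 and 10 min.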
LDHA block – LDHA (human) enzyme inhibition. purified LDHA, NADH/diaphorase-resazurin fluorescence; hits give low values. activity change, % (values are at about 110 or 230 µM). 480,000 compounds, 0.15% hits. AID 1347041; in the data active = activity change below about -30%; inconclusive = mostly about -25% to -30%;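 also: plate controls were DMSO wells for no effect and wells without enzyme for full effect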
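Enzyme activity of human lactate dehydrogenase 5 (2 nM; 0.06 mM NADH, 0.2 mM pyruvate, 5 min, RT) is measured via a resazurin/diaphorase fluorescence readout of residual NADH.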
POLH inh – DNA polymerase eta (human) inhibition. Q9Y253. 390,000 compounds, 1.2% hits. Potency, µM (top dose mostly 114 µM), for inactives: at the top dose activity change, negative = inhibition, hits mostly inhibitors. recombinant Pol eta, fluorescent DNA replication assay; also: potency is read from the fitted curve at half-maximal effect; % is scaled to controls: 0 for no effect and ±100 for the full control effect
Target sequence (Q9Y253 whole entry, looked up): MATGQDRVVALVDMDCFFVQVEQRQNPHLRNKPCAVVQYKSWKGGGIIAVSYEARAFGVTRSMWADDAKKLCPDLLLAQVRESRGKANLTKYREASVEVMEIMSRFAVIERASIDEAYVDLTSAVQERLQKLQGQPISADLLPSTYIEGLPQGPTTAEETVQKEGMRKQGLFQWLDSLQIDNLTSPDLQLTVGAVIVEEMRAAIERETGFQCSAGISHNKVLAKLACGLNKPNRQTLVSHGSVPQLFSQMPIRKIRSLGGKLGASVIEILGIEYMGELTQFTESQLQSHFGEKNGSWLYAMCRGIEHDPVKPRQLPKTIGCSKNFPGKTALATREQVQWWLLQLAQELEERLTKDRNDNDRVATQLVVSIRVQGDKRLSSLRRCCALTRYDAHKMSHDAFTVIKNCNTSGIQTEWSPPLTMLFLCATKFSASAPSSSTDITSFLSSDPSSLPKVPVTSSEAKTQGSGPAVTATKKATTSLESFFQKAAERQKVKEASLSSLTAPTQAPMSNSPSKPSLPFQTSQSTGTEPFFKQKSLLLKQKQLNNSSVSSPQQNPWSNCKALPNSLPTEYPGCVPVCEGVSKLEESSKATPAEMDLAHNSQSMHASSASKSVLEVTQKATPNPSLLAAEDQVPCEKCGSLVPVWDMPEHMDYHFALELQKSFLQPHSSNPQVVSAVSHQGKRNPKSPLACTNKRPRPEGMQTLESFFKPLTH
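Pol eta (10 nM) was preincubated with compounds for 15 min at room temperature, after which fluorescent replication substrate (50 nM final) was added to start the reaction. Fluorescence was read kinetically at 0 and 10 min.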
ERG Ets-DNA blk – ERG Ets/DNA interaction inhibition. 370,000 compounds, 0.028% hits. fluorescence polarization, His-ERG Ets domain / labelled DNA. Potency, µM (titrated, usually from 76.9 µM), without a hit: at the top dose FP activity, negative = inhibition, actives largely listed as inhibitors. P11308; active = well fitted inhibition curve with a large enough effect in the polarisation, with a control signal flat; inconclusive = small, poorly fitted or top-dose-only effect, or effect the other way, or a change in a side signal; inactive = no such curve, though single readings can be large or run the other way; the % refers to the polarisation;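 also: polarization taken with two DNA probes labelled with fluorescein and Texas red; potency is read from the fitted curve at half-maximal effect; % of control where 0% means no effect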
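His-tagged ERG Ets domain (1 uM in the protein solution; 300mM KCl, 50mM Tris-HCl, 1mM EDTA, 1mM DTT, pH 7.5) received compound, then a probe mix of 5 nM fluorescein-DNA and 100nM Texas-615-DNA. Fluorescence polarization was read for both dyes.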
Active calls of the source: *; u = inconclusive; x = not tested or not shown; [ ] = another dose, or the depositor's remark. Unless noted, calls follow the shape of the dose curve; as a rule, active = well fitted curve in the direction sought with a large enough effect; inconclusive = small, poorly fitted or top-dose-only effect, or another doubt; inactive = no such curve, though single readings can be large; an effect the other way counts as inactive or inconclusive.

SMILES	Apoferritin bind	ALOX12 inh	Pol beta inh	RGS4 inh	APE1 inh	POLK inh	LDHA block	POLH inh	ERG Ets-DNA blk
Cc1ccc(NC(=O)C(=O)NCc2ccc(Cl)cc2)cc1	-16%	-1%	1%	-19%	x	5%	0	-10%	-2%
CCc1cccc2c(C(=O)CSc3nncn3-c3ccccc3OC)c[nH]c12	-19%	-13%	17%	-13%	8%	-4%	-4	-9%	4%
COc1ccc2cc(C3(C)NC(=O)N(CC(=O)Nc4c(C)n(C)n(-c5ccccc5)c4=O)C3=O)ccc2c1 (centres undefined)	-3%	-2%	2%	-20%	13%	-7%	-1	-13%	-4%
Cc1cc(NC(=O)c2ccc3c(c2)OCO3)ccc1NC(=O)c1ccccc1	-4%	9%	93%	19%	29%	-10%	-6	3%	-5%
CN(Cc1ccccc1)c1ccc(-c2nc(-c3ccccn3)no2)cc1[N+](=O)[O-]	-4%	-9%	5%	6%	x	-3%	-4	-12%	-1%
NC(=O)CSc1nnc(NC(=O)C23CC4CC(CC(C4)C2)C3)s1	-18%	x	4%	-5%	2%	-2%	-1	2%	1%
COc1ccccc1NS(=O)(=O)c1ccc2c(c1)NC(=O)C(C)S2 (centres undefined)	-7%	-4%	-5%	-7%[56.9 µM]	-20%	-9%	0	-3%	3%
O=C(NC(=S)Nc1ccccc1N1CCCCC1)c1ccc(F)cc1	u	u	-1%	-23%	33%	-11%	1	-22%	-4%
COc1ccc(N2C(=O)CC(NCc3cccs3)C2=O)cc1 (centres undefined)	-10%	u	12%	-16%	3%	-4%	-6	5%	5%
COC(=O)CCCC1=CC2=C(c3ccccc3)C(=O)C(C)(OC(=O)C3CCCC3)C(=O)C2=CN1C(CO)CO (centres undefined)	1%	-5%	-9%	9%	-3%[12.4 µM]	-18%	0	1%	18%
Cc1csc(NC(=O)CCNS(=O)(=O)c2ccc3c(c2)c(=O)n(C)c(=O)n3C)n1	-15%	-1%	22%	-10%	0%	3%	-8	-6%	-1%
CCOC(=O)c1sc(C)c2c1NC(c1ccc(Cl)cc1)NC2=O (centres undefined)	-4%	52%[activator]	47%	14%	11%	-2%	-6	-3%	6%
COc1ccccc1CN1COc2ccc3c(oc(=O)c4ccccc43)c2C1	-9%	u	-1%	-3%	x	3%	12	-12%	0%
Cc1ccccc1-c1noc(CCC(=O)NC2CCCCC2)n1	-10%	16%	-3%	1%	32%[12.4 µM]	-2%	-3	-8%	-13%
CCN1CCN(C(=O)/C(C#N)=C/c2ccc(OC(F)F)cc2)CC1	1%	-2%	0%	10%	-2%	-11%	-1	-1%	-3%
O=C(NCC(=O)N1CCCCC1)c1sc2ccccc2c1Cl	x	-2%	x	-13%	20%	11%	-2	-12%	8%
COc1cccc(CNC(=O)c2cc(-c3cccs3)nc3ccccc23)c1	-9%	-17%	0%	0%	x	-2%	-10	-10%	-3%
COc1ccc(C2CC(c3cccs3)=NN2C(=O)COC(=O)c2cc3ccccc3cc2O)cc1OC (centres undefined)	-10%	-4%	1%	-35%	1%	-4%	-4	-23%	-1%
CC(=O)N/N=C/c1cc(C)n(-c2ccc(Br)cc2)c1C	-15%	3%	11%	-16%	2%	-10%	2	-20%	9%
O=C(NCCS(=O)(=O)N1CCN(c2ccc(F)cc2)CC1)C12CC3CC(CC(C3)C1)C2	x	-20%	x	-6%	-11%	-12%	-3	-18%	-2%
Cc1cc(C)c(NC(=O)C2=COCCO2)c(C)c1	x	-7%	x	-12%	-13%	-3%	-8	-1%	1%
Cc1c(C(=O)N2CCCCC2)sc(NC(=O)C23CC4CC(CC(C4)C2)C3)c1C#N	x	7%	x	-26%	x	0%	-3	7%	3%
O=C(COc1cccnc1[N+](=O)[O-])NC1CCS(=O)(=O)C1 (centres undefined)	5%	-15%	44%	25%	-1%	1%	0	-15%	-1%
CCCCNC(=S)N/N=C1\CCCCc2ccccc21	-7%	32µM*	9%	7%[11.4 µM]	-2%	-5%[60.1 µM]	-1	0%	10%
CC(=O)CSc1nc(C(F)(F)F)cc(=O)n1-c1ccccc1	1%	u	-8%	-1%	-1%	7%	-8	-17%	-6%
COc1ccc(C2=NN(CC(=O)Nc3cc(C)ccc3C)C(=O)CC2)cc1	-7%	-9%	u	-45%	10%	7%	0	-14%	11%
C#CCNC(=O)C1=C[C@@H](c2ccc3c(c2)OCO3)[C@H](CCCO)[C@@H](OCC)O1	1%	u	-2%	-17%	26%	0%	0	-18%	-2%
COc1cc2c3c([nH]c2cc1F)C(=O)NCC3	x	-2%	x	6%	x	-24%	0	3%	x
O=C(NCc1ccc2c(c1)OCO2)c1c(Cl)cccc1Cl	0%	0%	15%	-43%	14%	0%	2	-9%	15%
O=C(c1ccccc1)C1C(c2ccccc2)C1[N+](=O)[O-] (centres undefined)	-11%	0%	0%	3%	-10%	-5%	0	-26%	-5%
O=C(c1cc(-c2cccc(O)c2)on1)N1CCCCC1	2%	10%	4%	41%	14%	-11%	-3	-6%	7%
COc1ccccc1CNC(=O)CS(=O)(=O)c1ccccc1	0%	13%	24%	8%	4%	-7%	-2	-6%	-7%
CCc1ccc(NC(=S)N2CCN(c3cccc(C(F)(F)F)c3)CC2)cc1	-8%	-22%	22%	-23%	2%	0%	-10	1%	8%
COc1ccc(NC(=O)C(NC(C)=O)C(=O)NCc2ccc(F)cc2)cc1 (centres undefined)	-4%	8%	41%	8%	-2%	-2%	-7	-2%	-4%
Cc1nc2c(C)cccn2c1/C(O)=C1\C(=O)C(=O)N(CCN2CCOCC2)C1c1cccs1 (centres undefined)	-16%	-30%	26%	14%	u	-6%	5	-11%	4%
N#C/C(=C\c1ccc(-c2ccccc2)o1)C(=O)Nn1cnnc1	-22%	0%	0%	-48%	0%	6%	-10	-10%	1%
Cc1ccc(-n2ncc3c(N4CCN(c5ccc(F)cc5)CC4)ncnc32)cc1	5%	-27%	-2%	-20%	x	3%[60.1 µM]	1	-11%	-4%
CC1CNC(=S)N(c2ccc(F)cc2)C1=O (centres undefined)	x	-2%	x	-1%	x	-16%	-6	-13%	-6%
Cc1ccc(C(=O)CSc2nnc(C(C)C)n2C)cc1C	-3%	-24%	-2%	u	4%	-16%	-3	-18%	8%
O=C(CCNC(=O)Cn1ccc2ccccc2c1=O)NCCC1=CCCCC1	1%	-9%	u	6%	13%	7%	-11	-12%	-1%

Molecules shown so far containing a Cl atom (4):
SMILES	Apoferritin bind	ALOX12 inh	Pol beta inh	RGS4 inh	APE1 inh	POLK inh	LDHA block	POLH inh	ERG Ets-DNA blk
Cc1ccc(NC(=O)C(=O)NCc2ccc(Cl)cc2)cc1	-16%	-1%	1%	-19%	x	5%	0	-10%	-2%
CCOC(=O)c1sc(C)c2c1NC(c1ccc(Cl)cc1)NC2=O (centres undefined)	-4%	52%[activator]	47%	14%	11%	-2%	-6	-3%	6%
O=C(NCC(=O)N1CCCCC1)c1sc2ccccc2c1Cl	x	-2%	x	-13%	20%	11%	-2	-12%	8%
O=C(NCc1ccc2c(c1)OCO2)c1c(Cl)cccc1Cl	0%	0%	15%	-43%	14%	0%	2	-9%	15%

The list goes on.
SMILES	Apoferritin bind	ALOX12 inh	Pol beta inh	RGS4 inh	APE1 inh	POLK inh	LDHA block	POLH inh	ERG Ets-DNA blk
CC(C)N=C(NC#N)SCc1ccccc1F	0%	17%	-22%	-6%	-4%	-4%	-3	-5%	16%
OC1CCC(Nc2ncnc3sccc23)CC1 (centres undefined)	-5%	2%	2%	-23%	30%	5%	-1	-6%	-3%
O=C(O)CC/C(=N/NC(=O)CNC(=O)c1ccc2c(c1)OCCO2)c1ccccc1	u	4%	30%	2%	-14%	-15%	-5	-3%	-4%
CNc1oc(C)nc1S(=O)(=O)c1ccccc1	171%[activator]	-1%	-19%	-12%	-2%	-9%	-2	13%	7%
COc1cc(OC)cc(C(=O)NC(C(=O)NCCc2ccccn2)C(C)C)c1 (centres undefined)	x	0%	x	4%	-1%	-17%	-7	-1%	3%
O=C(CSc1nc2ccccc2s1)NNC(=S)Nc1ccc(Cl)cc1	1%	-15%	9%	-15%	-2%	-13%	-12	-17%	-3%
Cc1c(-c2ccc(Cl)cc2)c(=O)oc2c(CN3CCN(CCO)CC3)c(O)ccc12	448%[activator]	-5%	0%	6%	x	-3%[60.1 µM]	-2	0%	-2%
O=C(COc1coc(CN2CCN(Cc3ccccc3)CC2)cc1=O)Nc1ccccc1	x	-27%	x	u	19%	-23%	7	u	4%
CCOC(=O)c1ccc(NC(=O)Cn2c(=O)oc3ccccc32)cc1	-2%	u	-25%	-51%	38%	-3%	-21	-5%	4%
Cc1cccc(C)c1NC(=O)COC(=O)C1CC1	x	158%[activator]	x	18%	20%	-18%	-3	-25%	-7%
O=C(NNC1=NS(=O)(=O)c2ccccc21)c1ccccc1	2%	3%	0%	9%[11.4 µM]	4%	-11%	-17	-25%	-3%
COc1cc(-c2nnc3sc(Cc4ccccc4)nn23)cc(OC)c1OC	u	u	-1%	-9%	-1%	-11%	0	1%	-10%
COc1ccc(C(C#N)N2CCC(c3ccccc3)=N2)cc1 (centres undefined)	-10%	-13%	12%	-19%	0%	8%	-1	-23%	3%
C/C=C/c1ccc(OCCNCc2ccccc2)c(OC)c1	-13%	u	-30%	15%	34%	-1%	-13	-1%	8%

The list is partial. The share of hits here may be higher or lower than overall.
